GRK2 aptamer HTS = blocks RNA aptamer binding to human GRK2; P25098; bead flow cytometry, FAM-aptamer displacement from GRK2; inhibition of aptamer binding, % at 10 µM; 330,000 tested, 0.59% active;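 active = inhibition of aptamer binding above 40%, roughly 3 SD of noise, on plates passing a quality check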;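 also: median bead fluorescence of bound FAM aptamer so fluorescent compounds give negative values; no value below 0 was filed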
MCL1 BIM primary = MCL1-BIM-BH3 interaction inhibition (human) | GST-MCL1 / FITC-Bim-BH3 fluorescence polarization | inhibition, % at 10.9 µM | 320,000 tested, 0.68% active | AID 2057;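 active = inhibition above the mean inhibition of all tested compounds plus 3 SD, set per campaign, cut at about 40% in these data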;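 also: 0% = DMSO wells and 100% = unlabeled Bim-BH3 peptide control; higher means more loss of mP so more displacement of Bim peptide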
Target sequence (Q07820 whole entry, looked up): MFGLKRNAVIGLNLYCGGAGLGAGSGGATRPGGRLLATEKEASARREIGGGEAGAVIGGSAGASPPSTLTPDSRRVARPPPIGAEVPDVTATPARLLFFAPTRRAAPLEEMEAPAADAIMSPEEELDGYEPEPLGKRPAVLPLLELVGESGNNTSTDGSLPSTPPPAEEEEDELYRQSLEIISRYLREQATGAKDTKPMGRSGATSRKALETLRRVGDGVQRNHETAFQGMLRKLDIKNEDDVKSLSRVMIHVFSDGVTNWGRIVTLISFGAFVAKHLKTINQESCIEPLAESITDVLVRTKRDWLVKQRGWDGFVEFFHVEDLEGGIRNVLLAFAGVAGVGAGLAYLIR
VLA-4 inh = inhibition in a human VLA-4 binding assay. P13612. VLA-4 expressing cells, ligand binding flow cytometry. inhibition, % (about 7 µM as worked out from the volumes in the protocol). 330,000 tested, 0.2% active; in the data active = inhibition above about 50%
CIT2 TOR yeast = yeast TOR pathway CIT2-GFP modulation. S. cerevisiae CIT2-GFP strain, flow cytometry, 3 h; 100 means same as DMSO wells. GFP response vs DMSO, % at 10 µM. 320,000 tested, 0.065% active;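 active = GFP response relative to DMSO above a set limit, near the screen mean plus 3 SD, cut at about 150% in these data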;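 also: ratio of well median GFP fluorescence to mean of DMSO wells on the plate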
MEX-5 binding = C. elegans MEX-5 TCR-2 RNA binding activity | Q9XUB2 | MEX-5/FITC-TCR2 RNA binding, fluorescence polarization; active compounds read low | activity score (negative = inhibition of binding), % at 10 µM | 300,000 tested, 0.38% active | AID 1832;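 active = inhibition past about -25% in most replicates, and total fluorescence under double the plate's negative control median, limit read from the data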;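 also: 0% = DMSO and -100% = 5 µM competing unlabeled TCR2 RNA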
Fam108B inh = blocks mouse Fam108B hydrolase in RBBP9 counter-screen; recombinant Fam108B, FP-Rh probe fluorescence polarization; inhibition, % at 9.51 µM; 300,000 tested, 0.33% active; AID 1947;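 active = inhibition above the screen mean inhibition plus 3 SD, computed separately per campaign, cut at about 18% in these data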;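 also: inhibitors lower polarization as less probe binds the enzyme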
GLD-1 RNA inh = GLD-1-TGE RNA interaction inhibition (C. elegans); AID 2280; 320,000 tested, 0.44% active; purified GLD-1 + fluorescein TGE RNA, fluorescence polarization; inhibition, % at 5.96 µM;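 active = percent inhibition above a per-plate cutoff, the plate mean of test compounds plus 3 SD, cut at about 30% in these data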;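 also: 0% = DMSO wells with GLD-1 and probe and 100% = wells lacking GLD-1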
Target sequence (Q17339 whole entry, looked up): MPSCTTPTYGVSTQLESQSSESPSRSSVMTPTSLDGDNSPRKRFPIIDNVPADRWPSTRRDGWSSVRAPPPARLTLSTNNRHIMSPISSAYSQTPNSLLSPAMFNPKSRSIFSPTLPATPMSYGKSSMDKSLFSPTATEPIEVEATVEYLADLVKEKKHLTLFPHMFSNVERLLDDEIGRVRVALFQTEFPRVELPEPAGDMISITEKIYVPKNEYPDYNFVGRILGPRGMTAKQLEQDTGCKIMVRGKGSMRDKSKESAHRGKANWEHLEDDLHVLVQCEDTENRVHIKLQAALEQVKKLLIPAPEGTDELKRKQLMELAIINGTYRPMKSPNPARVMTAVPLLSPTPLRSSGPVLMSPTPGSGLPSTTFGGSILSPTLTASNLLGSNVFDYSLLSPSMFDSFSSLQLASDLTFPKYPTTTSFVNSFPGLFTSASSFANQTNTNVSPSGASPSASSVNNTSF
AGP1-GFP MLPCN = alters AGP1-GFP fluorescence in TOR pathway yeast screen; S. cerevisiae AGP1-GFP multiplex flow cytometry, 3 h; GFP as percent of DMSO wells; 320,000 tested, 0.02% active; GFP response vs DMSO, % at 10 µM;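 active = GFP response relative to DMSO above a set limit, near screen average plus 3 SD, cut at about 150% in these data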;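 also: median GFP channel fluorescence of the gated AGP1 strain per well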
BCLXL inh = inhibitors of human Bcl-xL; Q07817; GST-Bcl-xL / FITC-Bim BH3 peptide fluorescence polarization; inhibition, % at 10.9 µM; 320,000 tested, 0.7% active;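 active = inhibition above the mean of all tested compounds plus 3 SD, cutoff set per campaign, cut at about 30% in these data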;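 also: 0% = DMSO wells and 100% = unlabeled Bim-BH3 peptide competitor; inhibitors lower millipolarization by displacing the labeled peptide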
Target sequence (Q07817 whole entry, looked up): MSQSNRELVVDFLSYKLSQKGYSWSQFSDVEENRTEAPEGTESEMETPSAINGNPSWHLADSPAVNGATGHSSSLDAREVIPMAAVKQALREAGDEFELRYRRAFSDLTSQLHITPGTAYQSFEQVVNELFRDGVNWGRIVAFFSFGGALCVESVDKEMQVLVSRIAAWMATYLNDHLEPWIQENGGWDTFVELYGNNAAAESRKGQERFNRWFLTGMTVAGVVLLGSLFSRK
* = called active by the depositor; . = no result given. Compounds as they come. About 2.2% of those tested had a hit in this group.

Every second line gives: GRK2 aptamer HTS	MCL1 BIM primary	VLA-4 inh	CIT2 TOR yeast	MEX-5 binding	Fam108B inh	GLD-1 RNA inh	AGP1-GFP MLPCN	BCLXL inh
COc1cc(/C=N/NC(=O)c2cccnc2)ccc1OS(=O)(=O)c1ccc(C)cc1
 : 0	9	2	109	1.9	-6	1	111	2
COc1ccccc1N1CCN(S(=O)(=O)CCNC(=O)C2CCCCC2)CC1
 : 1	1	10	99	-0.8	4	13	97	-4
COC(=O)c1c(C)[nH]c(C(=O)CSc2ncnc3sc(-c4ccccc4)cc23)c1C
 : 2	0	11	93	-1.1	-6	-1	97	4
O=C(c1ccc(Oc2ccc([N+](=O)[O-])cc2)cc1)N1CCCCCC1
 : 0	-2	3	98	0.0	0	5	102	3
Cc1cc(C)cc(OC(=O)CCN2C(=O)c3ccccc3C2=O)c1
 : 3	7	8	103	0.6	-7	5	104	8
COc1cc(/C=N/NC(=O)c2ccncc2)ccc1OCCN1CCCCC1
 : 0	0	18	105	-0.1	4	-6	106	2
O=c1ccc2cc(S(=O)(=O)Nc3ccc(Br)cc3)ccc2o1
 : 1	.	4	99	-2.8	.	.	103	.
CC(=O)c1ccc(OCC(O)CN2CCN(S(=O)(=O)c3c(C)cc(C)cc3C)CC2)cc1 (stereo unspecified)
 : 1	.	-2	96	0.2	.	.	100	.
CC(CCC(C)OC(=O)c1ccccc1C(=O)O)OC(=O)c1ccccc1C(=O)O (stereo unspecified)
 : 1	-5	-13	101	1.7	-2	-1	95	6
COC(=O)C1CCN(c2cc(=O)n(Cc3ccc(F)cc3)c(=O)[nH]2)CC1
 : 0	2	-2	95	-1.5	-4	7	97	0
COCCN(C(=S)Nc1cc(C)cc(C)c1)C(C)c1ccco1 (stereo unspecified)
 : 1	9	2	88	-1.5	-2	1	100	6
COc1cccc(OCc2cc(C(=O)NC(C)c3cnn(C)c3C)no2)c1 (stereo unspecified)
 : 3	1	13	91	0.6	-2	-7	99	9
CCn1nc(C)c(CNC(=O)Nc2ccc3c(c2)OCO3)c1C
 : 0	7	0	103	0.2	2	-4	94	7
CC(C)(C)NC(=O)c1ccc2nsnc2c1
 : 0	6	22	98	3.0	1	2	100	3
O=C(Nc1ccon1)c1ccc(OC2CCCC2)cc1
 : 1	12	5	89	-1.4	1	2	88	5
CCN(C#N)c1nc(NC(C)C)nc(NC(C)(C)C)n1
 : 0	0	19	98	-1.3	4	-2	104	0
COc1cccc(-c2nn(-c3ccccc3)cc2C(=O)O)c1
 : 1	9	2	101	-1.5	3	8	84	5
CC1CN(C(=O)CCC(=O)N2CCOCC2)c2ccccc2O1 (stereo unspecified)
 : 0	10	29	98	-0.3	2	3	100	3
S=C(NCCN1CCOCC1)NC1CCCCC1
 : 1	2	0	93	0.1	-2	0	99	-3
CC(C)CN(C)C(=O)CC1C(=O)NCCN1C (stereo unspecified)
 : 0	2	7	97	-2.4	1	1	96	3
O=C(NN1C(=O)c2cc(Br)ccc2NC1c1ccccc1Cl)c1ccncc1 (stereo unspecified)
 : 3	4	-13	99	-0.1	1	6	91	0
Cc1ccc(C(=O)NC(=S)Nc2ccccc2N2CCOCC2)cc1C
 : 2	10	2	84	1.2	-2	0	91	4
CSCCC(NC(=O)COc1ccccc1)C(=O)N1CCCC(C)C1 (stereo unspecified)
 : 4	-2	3	108	1.6	4	1	102	1
CN(C)S(=O)(=O)c1ccc(NC(=O)c2c(F)cccc2Cl)cc1
 : 0	1	-4	78	-1.3	-3	-3	89	3
Nc1nc2ccccc2n1/N=C/c1cccnc1
 : 1	-2	16	96	-1.3	-2	6	98	2
COc1cccc(CCc2nnc(CCC(=O)N3CCN(Cc4ccccn4)CC3)o2)c1
 : 0	16	-7	95	-1.9	2	-1	94	11
CC(C)N(C#N)c1nc(N2CCOCC2)nc(N2CCOCC2)n1
 : 4	-2	12	72	1.2	2	0	88	1
CCCCCSc1ncccc1C(=O)O
 : 0	2	8	72	2.4	1	8	105	2
CCc1ccc(C(=O)NNC(=O)C2CCN(c3ncnc4sc(C)c(C)c34)CC2)cc1
 : 1	-3	4	103	-3.9	1	1	99	0
Cc1csc(CNc2ncnc3ccc(-c4ccccc4Cl)cc23)c1
 : 2	.	-5	99	.	.	-3	101	.
CCCCN(C(=O)C(CCSC)N1C(=O)c2ccccc2C1=O)c1c(N)n(CCC)c(=O)[nH]c1=O (stereo unspecified)
 : 0	-3	0	93	.	.	-6	94	2
COc1cccc(N2CCN(C(=O)c3ccc(CS(=O)c4ccc(C)cc4)o3)CC2)c1 (stereo unspecified)
 : 2	5	12	113	3.2	6	2	107	5
CCc1cccc(C)c1NC(=S)NCc1ccc2[nH]c(C)cc2c1
 : 6	18	2	94	-2.0	4	15	83	5
COc1ccc(C(=O)Oc2ccc3c(c2)OCO3)cc1OC
 : 4	-1	4	87	1.8	-4	-3	90	2
CC(Oc1cc2oc(=O)c3c(c2cc1Cl)CCC3)C(=O)NCC1CCC(C(=O)O)CC1 (stereo unspecified)
 : 0	-3	10	106	1.4	-2	-6	104	1
Cc1ccccc1NC(=O)C(C)OC(=O)C1CC(=O)N(Cc2ccco2)C1 (stereo unspecified)
 : 2	-10	0	102	.	.	2	100	-12
Cc1ccnc(NC(=O)CCC(=O)N(CC(=O)NCCc2ccccc2)c2ccccc2F)c1
 : 3	-7	10	97	1.4	0	-1	92	-2
COC(=O)CSc1ccc(-c2nc3ccc(C)cc3[nH]2)cn1
 : 0	-1	14	100	-2.6	-1	5	102	0
COc1ccc(N(CCC(=O)O)S(=O)(=O)c2ccc(C)cc2C)cc1
 : 2	-3	-9	107	1.8	0	-4	101	4
COc1cc(OC)cc(-c2cc(N3C(=O)Nc4ccccc4N3O)n[nH]2)c1
 : 4	-2	11	100	-1.7	-1	2	96	3
CC1(c2ccc(OC(F)F)cc2)NC(=O)N(CC(=O)Nc2cccnc2Cl)C1=O (stereo unspecified)
 : 2	5	-4	110	0.6	2	4	104	1
CC1(C)Cc2c(sc3nc(N/N=C/c4ccccc4)[nH]c(=O)c23)CO1
 : 0	1	-15	103	-2.4	3	-1	103	1
O=C(CNC(=O)c1ccc(Cl)cc1)OCC(=O)c1ccc2c(c1)OCCO2
 : 1	-6	-2	92	-1.0	2	-4	101	-1
CN1CCN(C2=C(Cl)C(=O)N(C3CCCCC3)C2=O)CC1
 : 5	29	6	.	-2.2	1	18	98	24
COc1ccc2c(-c3ccccc3)cc(=O)[nH]c2c1
 : 4	-3	4	105	-2.0	2	9	107	4
O=C(CNS(=O)(=O)c1ccc(Br)s1)NC1CCCc2ccccc21 (stereo unspecified)
 : 0	-8	-1	122	-0.6	-2	-1	100	1
Cc1ccc(N=C2CCCN2Cc2ccccc2)c(C#N)c1
 : 8	0	14	105	-4.2	2	-2	103	0
Cc1ccc2c(c1)nnn2C1CCN(S(=O)(=O)c2ccc(C(=O)O)cc2)CC1
 : 3	-2	13	96	-1.8	0	-3	99	3
COc1cc(CC(=O)OCC(=O)N2CC(C)CC(C)C2)cc(OC)c1OC (stereo unspecified)
 : 0	3	0	111	1.4	1	-3	104	5
C=CCOC(=O)C1=C[C@H](c2ccc3c(c2)OCO3)C[C@H](OCCCCO)O1
 : 3	6	-5	111	2.2	3	10	86	3
COCCNc1nc(-c2cc(C(=O)Nc3ccccc3)on2)cc(C(C)C)n1
 : 3	-3	13	62	4.0	4	1	70	-1
CCOc1ccc(NC(=O)Cc2cccc3ccccc23)c([N+](=O)[O-])c1
 : 1	1	2	96	-6.8	0	8	100	7
CC(C)(C)n1nc2c(c1NC(=O)c1ccc(S(=O)(=O)N3CCCC3)cc1)CSC2
 : 2	-2	4	97	2.3	-8	-6	110	-1
Cc1ccc(S(=O)(=O)N2CCNC(=O)CC2)cc1
 : 0	0	8	97	.	-1	3	99	3
O=C(NCc1ccc(F)cc1)c1ccncc1
 : 1	2	1	91	0.6	-1	-7	87	-1
CC1CCCC(C)N1S(=O)(=O)c1ccc(NC(=O)CCn2cnc3ccccc3c2=O)cc1 (stereo unspecified)
 : 0	1	2	109	-3.3	1	11	100	3
O=C(O)c1ccc(CNCc2ccc(F)cc2)cc1
 : 2	0	6	94	-0.9	1	1	91	5
CC(Oc1ccc(F)cc1)C(=O)N(CCC1=CCCCC1)c1c(N)n(Cc2ccccc2)c(=O)[nH]c1=O (stereo unspecified)
 : 0	-8	-2	101	2.6	-6	-2	105	-3
Cc1cc(N2CCOCC2)nc2ccccc12
 : 0	-2	-8	111	2.5	0	8	92	2
Cc1ccc(CNC(=O)c2cc3c(=O)n4ccccc4nc3n(Cc3ccco3)c2=N)cc1
 : 1	-3	0	83	-3.3	4	13	89	4

3 entries from above, sorted by the number in GRK2 aptamer HTS, low to high:
SMILES	GRK2 aptamer HTS
Cc1cc(N2CCOCC2)nc2ccccc12	0
O=C(CNC(=O)c1ccc(Cl)cc1)OCC(=O)c1ccc2c(c1)OCCO2	1
Cc1ccc(N=C2CCCN2Cc2ccccc2)c(C#N)c1	8

Continued:
Every second line gives: GRK2 aptamer HTS	MCL1 BIM primary	VLA-4 inh	CIT2 TOR yeast	MEX-5 binding	Fam108B inh	GLD-1 RNA inh	AGP1-GFP MLPCN	BCLXL inh
O=C(COc1ccccc1)N1CCN(C(=O)COc2ccccc2)CC1
 : 15	-6	4	101	1.7	-5	2	102	4
COc1ccc(-c2cn3cc(Br)cnc3n2)cc1
 : 1	3	-7	99	-1.9	10	8	97	4
COc1ccc(-c2ccnc3nc(-n4cccc4)nn23)cc1
 : 0	-2	10	98	-1.7	-10	1	96	-8
CCCN(CC(=O)Nc1ccccc1OC)C(=O)c1ccc(S(=O)(=O)NCc2ccco2)cc1
 : 0	-1	-3	99	.	.	3	101	5
CCOC(=O)C1CCCN(C(=O)c2ccccc2Oc2ccccc2)C1 (stereo unspecified)
 : 2	0	37	104	0.1	3	6	102	3
O=C(O)c1cc(NS(=O)(=O)c2ccc3ccccc3c2)ccc1O
 : 3	-3	32	103	-2.6	-2	3	96	6
Cn1c(=O)c2c3c(sc2n2c(SCc4ccccc4)nnc12)CCCC3
 : 2	7	1	98	-1.3	-2	-5	102	2
O=C(CCNS(=O)(=O)c1ccccc1C(F)(F)F)NCCCc1ccccc1
 : 2	4	-77	103	.	.	1	99	5
CC(CNC(=O)CCn1ccc2cc(S(=O)(=O)N3CCCC3)ccc21)c1ccccc1 (stereo unspecified)
 : 0	-4	16	99	-2.5	2	5	102	-1
CCOC(=O)c1ccc(NC(=S)NCCc2ccccc2)cc1
 : 0	12	-2	95	1.2	-5	-2	94	1
CCOC(=O)c1ccc(NS(=O)(=O)c2cc3c(cc2C)NC(=O)CO3)cc1
 : 5	-3	2	104	0.4	-2	-2	104	-1
O=C(NCCn1cccn1)c1ccc(OC2CCN(C(=O)C3CC3)CC2)cc1
 : 0	-1	-1	108	0.4	-2	-2	101	4
CCCCN1C(=O)C(=O)N(CC(=O)Nc2cc(OCC)c(N3CCOCC3)cc2OCC)C1=O
 : 0	8	-10	106	-3.0	4	-8	104	6
COCCN(CCOC)C(=S)Nc1ccccc1Cl
 : 1	9	-5	.	1.6	-3	0	98	9
CN1CCN(C(=O)C2=C[C@H](C3CCCCC3)C[C@H](OCc3ccc(CO)cc3)O2)CC1
 : 6	5	-2	96	1.1	0	4	106	7
CC(=O)Nc1ccc(S(=O)(=O)NNC(=O)COc2ccc(Cl)cc2Cl)cc1
 : 1	-1	-1	106	1.1	4	3	100	4
COCCN1CCN(C(=O)c2ccc3c(c2)S(=O)(=O)c2ccccc2C3=O)CC1
 : 0	-2	14	108	-1.0	4	6	94	5

Assay outcomes from PubChem BioAssay.
